Screens (PubChem)
CFTR F508del cor: CFTR F508del correction in bronchial cells; actives 0.36% (n = 350,000); CFBE cells, YFP halide quenching; stimulated with forskolin plus potentiator P3; % fluorescence drop versus neutral controls; activity (quench increase), % at 7.58 µM; AID 720511;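 active means mean added fluorescence quench of at least 8% versus neutral control, with both replicates also reaching 8%; inconclusive means only one of the mean or replicate conditions met; inactive means mean below 8% and not both replicates reaching 8%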;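 further: cells transiently co-express mutant CFTR-F508del with the halide-sensitive YFP; corrector assay measuring rescue of mutant channel to the surface after 24 h compound exposure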
RAD52 inh: blocks human RAD52 DNA annealing; P43351; recombinant RAD52 DNA annealing, FRET fluorescence; inhibition, % at 18.7 µM; actives 0.46% (n = 360,000); AID 651710;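 active means every replicate showing at least 50% inhibition; inconclusive means mean inhibition at least 50% but not in every replicate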
Target sequence (P43351 whole entry, looked up): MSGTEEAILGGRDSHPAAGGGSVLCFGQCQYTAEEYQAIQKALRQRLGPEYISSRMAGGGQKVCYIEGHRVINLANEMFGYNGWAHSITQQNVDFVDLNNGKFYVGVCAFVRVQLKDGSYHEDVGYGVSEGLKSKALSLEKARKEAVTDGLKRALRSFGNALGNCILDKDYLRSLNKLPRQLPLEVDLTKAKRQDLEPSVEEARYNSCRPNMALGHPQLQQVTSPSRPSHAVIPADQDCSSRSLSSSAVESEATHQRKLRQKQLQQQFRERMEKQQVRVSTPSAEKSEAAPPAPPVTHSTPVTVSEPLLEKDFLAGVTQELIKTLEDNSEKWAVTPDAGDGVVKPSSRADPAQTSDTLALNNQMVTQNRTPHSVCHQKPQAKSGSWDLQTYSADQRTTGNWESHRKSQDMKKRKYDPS
E-sel inducer: induces E-selectin expression in human endothelial cells; activation, % at 7.58 µM; HUVEC E-selectin immunofluorescence imaging; normalized: neutral wells 0, TNF-alpha wells 100; AID 686992; actives 0.37% (n = 260,000); P16581;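 active means mean E-selectin-positive cell signal at least 10% of the positive control, reached in at least 60% of replicates, without over 20% cell loss; inconclusive means no rule given, readout overlaps actives, possibly toxicity-flagged; inactive means the rest, including those meeting only one limit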;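 further: in these data hits start at about 27%; measured in HUVEC primary endothelial cells; signal is the percent of cells scored E-selectin positive by PE staining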
Target sequence (P16581 whole entry, looked up): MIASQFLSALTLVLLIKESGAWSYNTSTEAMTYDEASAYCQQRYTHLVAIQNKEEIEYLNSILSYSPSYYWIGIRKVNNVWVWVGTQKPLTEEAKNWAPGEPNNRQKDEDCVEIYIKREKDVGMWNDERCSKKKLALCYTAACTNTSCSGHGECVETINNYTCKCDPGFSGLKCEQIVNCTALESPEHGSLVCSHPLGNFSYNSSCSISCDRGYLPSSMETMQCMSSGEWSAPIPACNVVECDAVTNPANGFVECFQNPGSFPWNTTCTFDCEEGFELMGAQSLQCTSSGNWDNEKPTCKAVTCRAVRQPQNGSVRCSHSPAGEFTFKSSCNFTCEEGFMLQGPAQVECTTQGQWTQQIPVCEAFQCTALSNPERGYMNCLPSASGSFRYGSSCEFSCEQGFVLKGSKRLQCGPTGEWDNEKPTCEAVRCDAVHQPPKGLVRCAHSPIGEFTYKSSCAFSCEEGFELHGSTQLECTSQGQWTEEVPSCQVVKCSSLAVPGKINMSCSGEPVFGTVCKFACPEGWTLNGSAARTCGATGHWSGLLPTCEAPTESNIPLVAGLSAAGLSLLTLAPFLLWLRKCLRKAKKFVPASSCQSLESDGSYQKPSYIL
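System: HUVEC / Compound: single concentration / Signal: immunofluorescence imaging / Read-out: percent E-selectin-positive cells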
DENV2 CPE rescue: protects cells from dengue virus 2 cytopathic effect | CPE inhibition, % at 9.99 µM | DENV2-infected cells, cytopathic effect rescue, plate reader | actives 1.7% (n = 350,000) | AID 651640; in the data active means CPE inhibition above about 20%, passing the limit was not always enough; inconclusive means no clear call, values can overlap the other calls; tested in BHK-21 cells;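 further: 0% = median of neutral control wells and 100% = median of positive control wells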
GSIS activator: primary screen for activators of insulin secretion dependent on glucose, INS-1E cells, GLuc reporter luminescence; INS-1E GLuc reporter insulin secretion, 2-3 h; activation, % at 16.6 µM; actives 0.61% (n = 370,000); AID 743287;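 active means lowest replicate activation of at least 40%, so every replicate reaches that level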;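 further: 0% = median of neutral control wells and 100% = median of IBMX positive control wells; some compounds called inactive have numbers as strong as hits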
Xi reactivation: X-chromosome reactivation activator; XiGFP mouse fibroblasts, % GFP-positive cells imaging, 3 d; cells co-treated with 5-aza-dC sensitizer; scaled so ellipticine positive control = 100%; activation, % at 7.58 µM; actives 0.055% (n = 360,000); AID 743238;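 active means mean normalized replicate activation at least 10% and every replicate at or above 10%; inconclusive means only one of the two criteria met; inactive means mean below 10% and not all replicates reach 10%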;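 further: 0% = median of on-plate neutral control wells and 100% = ellipticine 6 µM median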
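System: 68-5-11 XiGFP fibroblast line; Timing: 3 days compound exposure; Compound dosing: one concentration, pinned; Benchmarks: positive control ellipticine, 6 µM final; Buffer or medium: DMEM containing 5-aza-dC.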
RAD54 inh: blocks human RAD54 Holliday junction branch migration | Q92698 | inhibition, % at 10.4 µM | FAM/BHQ fluorescence | actives 0.14% (n = 360,000);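 active means mean normalized replicate activity at least 40 and at least half of replicates scoring 40 or more; inconclusive means only one of the two criteria met; inactive means mean below 40 and under half of replicates reaching 40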;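 further: 0% = median of neutral control wells and 100% = median of positive control wells; inhibitors cause a drop in the FAM fluorescence signal; in these data hits start at about 50%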
CASP6 VEID inh: caspase-6 (human) enzyme inhibition | AID 686996 | purified caspase-6, Z-VEID-R110 cleavage fluorescence | inhibition, % at 12.5 µM | P55212 | actives 0.53% (n = 350,000);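 active means mean inhibition across replicates at least about 35%, with every replicate also reaching that limit, limit read from the data; inconclusive means only one of the two criteria met; inactive means neither criterion met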;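 further: 0% = median of neutral control wells and 100% = no fluorescence left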
An asterisk follows results filed as active; ? = inconclusive; / = no result given.

SMILES	CFTR F508del cor	RAD52 inh	E-sel inducer	DENV2 CPE rescue	GSIS activator	Xi reactivation	RAD54 inh	CASP6 VEID inh
COc1ccc(C(O)P(=O)(OC(C)C)OC(C)C)cc1OC (centres undefined)	-0.9	-19.1	/	7.4	34.4	-0.3	-3.4	4.1
CCOC(=O)C1(Cc2ccc(Cl)cc2)CCN(C(=O)CCc2ccncc2)CC1	/	-0.1	/	2.0	-10.5	0.0	/	-3.6
CC(C)NC(=O)N[C@H]1CC[C@@H](CCn2cc(-c3ccc(F)cc3)nn2)O[C@@H]1CO	-0.1	7.9	-0.5	9.2	15.5	-0.6	-1.3	0.5
O=S(=O)(Nc1ccc(-n2cccc2)cc1)c1ccc(Cl)c(Cl)c1	0.5	-11.1	/	2.9	-7.0	0.3	/	3.7
CC(/C=N\Nc1nnc2c(n1)[nH]c1c(C)cccc12)=C\c1ccco1	-4.3	-12.9	/	2.9	7.0	/	-6.2	-1.9
Cc1ccc(S(=O)(=O)N2CCC(C(=O)NCCCN3CCCC3=O)CC2)cc1C	0.4	-6.1	4.4	0.4	11.0	0.0	-1.3	1.1
NS(=O)(=O)c1cccc(NS(=O)(=O)c2ccc(/C=C/C(=O)O)cc2)c1	0.1	-14.9	-0.2	0.6	5.6	-0.2	-11.3	0.2
COc1ccc(Cc2nc3ccc(C(=O)NCc4cc(C)no4)cc3o2)cc1	0.6	-11.8	-2.8	-9.8	-6.7	0.1	-5.2	1.7
CO[C@H]1CN(C)C(=O)c2cc(NC(=O)c3ccccc3F)ccc2OC[C@H](C)NC[C@H]1C	-0.9	0.6	-0.2	4.6	1.3	1.4	-0.2	-1.7
Cc1ccc(S(=O)(=O)CCC(=O)N(C)c2c(N)n(Cc3ccccc3)c(=O)[nH]c2=O)cc1	-1.0	2.3	/	-9.1	15.9	0.3	-4.9	0.4
Cn1cnc([N+](=O)[O-])c1SCC(O)CN1CCCCC1 (centres undefined)	1.7	-4.0	-0.2	-4.5	0.0	0.2	/	-42.6
O=C(C[C@H]1CC[C@@H]2[C@H](COC[C@H](O)CN2C(=O)c2ccc(F)cc2)O1)N1CCOCC1	-1.8	9.3	0.0	-3.0	-0.2	0.1	-0.6	-0.7
O=C(NCc1cccc(C(F)(F)F)c1)C1CC(c2ccccc2F)=NO1 (centres undefined)	-1.6	0.5	-0.7	-4.9	-18.3	0.1	6.9	/
NS(=O)(=O)c1ccc(CCNC(=O)C(=O)Nc2cc3c4c(c2)CC(=O)N4CCC3)cc1	3.4	-8.0	3.2	2.4	5.7	-0.1	-11.5	1.0
O=C1[C@H]2CCC=C[C@H]2[C@H](c2ccccc2Br)N1Cc1ccccc1	-2.9	-35.9	/	-0.7	-27.5	0.0	3.5	1.1

The closing 2 compounds of the section before lead into the next:
SMILES	CFTR F508del cor	RAD52 inh	E-sel inducer	DENV2 CPE rescue	GSIS activator	Xi reactivation	RAD54 inh	CASP6 VEID inh
NS(=O)(=O)c1ccc(CCNC(=O)C(=O)Nc2cc3c4c(c2)CC(=O)N4CCC3)cc1	3.4	-8.0	3.2	2.4	5.7	-0.1	-11.5	1.0
O=C1[C@H]2CCC=C[C@H]2[C@H](c2ccccc2Br)N1Cc1ccccc1	-2.9	-35.9	/	-0.7	-27.5	0.0	3.5	1.1
CC(C(=O)N1CCc2ccccc21)N1CCN(c2cccc(C(F)(F)F)c2)CC1 (centres undefined)	0.9	-11.4	-0.1	-0.9	-15.1	0.2	2.2	-0.9
COCC(=O)Nc1ccc2c(c1)C(=O)N(C)[C@H]1CC[C@H](CC(=O)O)O[C@H]1CO2	-0.9	/	0.1	-2.3	1.2	0.1	7.4	/
COc1cccc(NC(=O)Nc2cccc(C)n2)c1	-2.3	-17.1	1.1	10.2	-1.1	0.2	8.6	-3.3
CN(C(=O)CSc1nnc(-c2ccc(OC(F)F)cc2)n1N)C1CCS(=O)(=O)C1 (centres undefined)	1.4	-4.4	/	1.3	2.8	0.3	/	1.3
Nc1ncnc2c1ncn2[C@@H]1O[C@H](CNC(=O)[C@@H](N)CO)[C@@H](O)[C@H]1O	1.6	-13.6	0.3	14.0	7.5	-0.1	-2.0	1.5
C[C@H]1CN([C@@H](C)CO)C(=O)c2cc(NC(=O)CCCN(C)C)ccc2O[C@H]1CN(C)Cc1ccc(-c2ccccc2)cc1	-0.2	24.7	-5.0	5.0	31.1	-1.3	-1.4	1.4
Cc1noc(C)c1S(=O)(=O)N(C)C[C@H]1OCCCC[C@H](C)Oc2ccc(NC(=O)C3CCCCC3)cc2C(=O)N([C@H](C)CO)C[C@H]1C	-5.6	-32.3	-0.3	-0.6	-10.4	-0.9	-6.9	1.4
COc1ccc(NC(=O)CN2C(=O)CSc3ncccc32)cc1	-3.7	-0.1	/	3.0	-1.7	0.0	3.3	-3.0
O=C(O)C1CCCN1C(=O)C12CC3CC(CC(C3)C1)C2 (centres undefined)	1.6	-29.2	/	?	6.2	0.1	-4.5	-0.5
C/C(CC(=O)Nc1cc(C)ccn1)=N\NC(=O)C(=O)Nc1cccc(C)c1	/	-16.2	0.2	-5.7	/	0.2	/	2.8
Cc1ccc(S(=O)(=O)N(C)Cc2ccc(C(=O)NN=C(CC(C)C)CC(C)C)cc2)cc1	2.0	-8.2	-2.6	-11.5	7.2	0.1	/	-2.2
Cc1nc(N2CCN(c3ccccn3)CC2)c2c(C)c(C(=O)N3CCN(c4ccccc4F)CC3)sc2n1	-0.2	2.4	/	3.2	-7.6	0.1	-3.2	1.9
CCN(C(=O)C1CCN(c2nc(-c3ccc(OC)cc3)no2)CC1)c1ccccc1	3.2	-5.8	-0.1	2.1	-29.2	0.2	6.5	-0.4
COC(=O)c1ccc(C23CC4(C2)[C@H](CN(CC2CCCCC2)[C@@H]4c2ccccc2)C3c2ccccc2)cc1 (some centres undefined)	-1.5	-70.7	-0.2	/	3.2	0.0	-2.6	-3.9
CO[C@@H]1CN(C)C(=O)c2cc(NC(=O)c3ccc4c(c3)OCO4)ccc2OC[C@H](C)N(CCC(F)(F)F)C[C@H]1C	-0.5	-24.9	-0.1	2.2	-15.5	0.3	-8.5	-2.6
COC(=O)c1cc(NC(=O)CN2CCc3cc4c(cc3C2)OCCCO4)cc(C(=O)OC)c1	-1.1	-16.9	/	8.2	/	/	-4.3	-1.5
CC(=O)Nc1ccc(OCc2nnc(-c3ccccc3)o2)cc1	-1.0	-8.7	0.0	-0.7	-4.3	0.2	-5.3	-2.0
Cc1cccc(NC(=S)NCCc2ccc3c(c2)OCCO3)c1C	0.4	-226.3	-0.3	10.8	13.1	0.0	-0.2	1.1
CCOc1ccc(OCC)c(NC(=O)CCNS(=O)(=O)c2cc(Br)cnc2N)c1	-0.4	-11.9	/	-1.5	-2.2	0.1	-3.1	4.5
O=C(/C=C/c1ccco1)N1CCCC(c2ccccc2)C1 (centres undefined)	-3.0	-18.7	/	/	-1.1	0.0	/	-3.0
Cn1c(N)c(C(=O)COC(=O)Cc2c(F)cccc2Cl)c(=O)n(C)c1=O	-2.4	-2.8	-0.2	-1.9	-19.1	-0.1	0.3	1.3
Cc1ccc(Sc2ncccc2NC(=O)c2ccccc2Cl)cc1	-2.5	-5.9	/	-11.3	/	0.0	-5.5	2.7
O=C(N=C1SC2CS(=O)(=O)CC2N1CCc1ccccc1)C1CCCCC1 (centres undefined)	-1.7	-17.0	/	-2.1	0.2	0.0	2.5	0.3
CC(=O)NCCc1nc2ccccc2n1CCOc1ccc(C)cc1	-0.4	-18.3	/	-1.6	8.7	-0.3	2.2	-3.1
CC(Oc1ccccc1)C(=O)N=C1SC2CS(=O)(=O)CC2N1CCc1ccccc1 (centres undefined)	1.0	-33.5	/	-1.5	-2.7	0.1	10.6	3.3
CCN(CC)CCCN(C(=O)c1ccc(Br)cc1)c1nc(-c2ccc(OC)cc2)cs1	-1.3	57.0*	0.0	-23.3	3.3	0.0	23.1	-9.1
COc1ccccc1C(=O)NN(C)C1=NS(=O)(=O)c2ccccc21	3.8	-6.1	0.2	9.0	34.1	0.3	2.6	-3.8
COc1ccc(-n2cc(C(=O)c3ccccc3O)cn2)cc1	-0.7	-16.7	/	/	-8.5	0.4	/	5.2
CNC[C@@H]1Oc2c(NS(=O)(=O)c3ccc(C)cc3)cccc2C(=O)N([C@@H](C)CO)C[C@H]1C	1.5	-1.9	0.4	-4.1	11.2	0.0	-5.7	-1.1
CC(Sc1nnc(-c2ccccc2F)n1C1CC1)C(=O)N1CCCC1 (centres undefined)	2.2	-14.7	1.2	4.4	-3.3	0.1	4.0	-2.3
COCCCNC(=S)N/N=C/c1ccc2ccccc2c1	-3.1	-10.9	0.3	-2.8	-42.0	0.4	/	2.1
C[C@@H]1CN([C@H](C)CO)C(=O)c2cccc(NS(=O)(=O)c3ccc(F)cc3)c2O[C@@H]1CN(C)Cc1ccncc1	-2.0	-1.0	-0.2	2.3	20.0	0.5	-13.1	-0.4
CC(=O)Nc1ccc(NC(=O)C2CCN(C(=O)NC3CCCCC3)CC2)cc1	-0.9	-13.7	-0.1	?	-3.2	0.0	-1.4	-0.6
Cc1ccc(S(=O)(=O)N(C)C[C@H]2Oc3ccc(NC(=O)Nc4c(C)noc4C)cc3CC(=O)N([C@H](C)CO)C[C@@H]2C)cc1	-4.1	0.3	-0.3	5.5	1.4	-0.2	0.7	/
CCOc1ccc(CCNC(=O)CN2C(=O)CCSc3ccccc32)cc1OCC	1.2	-9.4	/	-3.5	15.3	0.2	-3.8	3.5
CN(C)CC(=O)Nc1ccc2c(c1)[C@@H]1C[C@H](CC(=O)N3CCOCC3)O[C@H](CO)[C@@H]1O2	-2.5	/	0.4	13.4	7.3	0.2	-13.0	/
OC[C@@H]1CN(Cc2ccc(F)cc2)C[C@H](n2cnc3c(NC4CCCC4)ncnc32)O1	-0.4	-40.6	/	?	-21.0	0.4	2.4	4.8
COCC#Cc1ccc2c(c1)O[C@@H](CN(C)Cc1ccccc1F)[C@H](C)CN([C@H](C)CO)S2(=O)=O	-1.5	-24.0	-0.2	2.9	-19.9	0.4	4.4	0.5
Cc1ccc(Cc2nc(-c3ccncc3)no2)cc1	/	3.5	/	-7.5	-5.3	0.0	/	-0.6
CC1(C(=O)NS(=O)(=O)C2CC2)CCCN(C(=O)c2ccc(F)cc2Cl)C1 (centres undefined)	-1.1	0.7	0.0	-4.8	-6.4	-0.2	11.8	1.8
O=C(CCc1nc2ccccc2s1)N1CCN(c2ccccc2)CC1	1.6	-20.7	5.8	-0.1	-2.4	-0.4	/	0.0
C[C@@H]1CN([C@H](C)CO)C(=O)c2cc(NS(C)(=O)=O)ccc2O[C@@H](C)CCCCO[C@@H]1CN(C)Cc1ccccc1	-1.0	17.6	0.4	-11.0	11.0	-1.1	0.3	-0.6
CS(=O)(=O)N1CCC(C(=O)Nc2ccc(C(F)(F)F)cc2)CC1	-3.7	-6.6	-0.9	-9.8	2.8	0.0	/	0.3
CCCOc1ccc(CNC(=O)c2ccc3nc(N4CCOCC4)sc3c2)cc1	0.9	36.7	-0.2	13.1	13.1	0.7	2.2	-3.0
CC(=O)OCCCNc1cc(Sc2ccc(Cl)cc2)c2nonc2c1[N+](=O)[O-]	/	-35.9	-0.9	1.2	-26.2	0.2	/	-1.8
Cc1ccc(C(C)(C)C)c(OCCCn2ccnc2)c1	1.0	-6.8	/	10.9	35.3	0.0	/	0.0
